# MsrA inhibitor: inhibitors of bovine MsrA; actives 0.75% (n = 360,000); purified bovine MsrA, absorbance read-out; inhibition, % at 15.5 µM; AID 651718; in the data active means inhibition above about 4.5%;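 further: 0% = vehicle wells with enzyme and 100% = reference inhibitor wells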
# FAS TE block: blocks the thioesterase domain of human fatty acid synthase; recombinant FAS-TE, OMFH fluorogenic substrate, fluorescence endpoint; inhibition, % at 15 µM; actives 0.67% (n = 360,000);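 active means compounds whose normalised, plate-corrected inhibition of enzyme fluorescence in the single-dose primary screen is 50% or more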;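 further: 0% = DMSO with enzyme and 100% = substrate without enzyme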
# SKN-1 block: blocks SKN-1 activity in C. elegans; actives 0.49% (n = 360,000); C. elegans VP596 Pgst-4::GFP/RFP ratio, acrylamide-induced, 24 h; inhibition, % at 21.8 µM; AID 624304;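 active means interference check ratio from 0.5 to 1.5 plus GFP to RFP signal ratio inhibition reaching or exceeding a fixed threshold, cut at about 30% in these data, passing the limit was not always enough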; further: some compounds called inactive have numbers as strong as hits
# bovine MsrA act: bovine methionine sulfoxide reductase A activation. purified bovine MsrA, absorbance read-out. activation, % at 10.6 µM. actives 0.3% (n = 360,000); in the data active means activation above about 7.5%;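 further: 0% = vehicle and 100% = reference activator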
# Rin1-Abl PPI inh: human Rin1-Abl interaction inhibition | TR-FRET Rin1/Abl binding, biochemical | inhibition, % at 7.35 µM | actives 0.4% (n = 360,000) | AID 588664; in the data active means inhibition above about 5%, passing the limit was not always enough
# Neddylation inh: inhibitors of human cullin neddylation. actives 0.58% (n = 360,000). P61081+Q13564. TR-FRET cullin neddylation, biochemical. AID 651699. calls only at 25 µM; in the data active means inhibition above about 36%
# E coli Lon inh: inhibitors of E. coli Lon protease; inhibition, % at 7.94 µM; actives 0.42% (n = 360,000); purified E. coli Lon protease, fluorescence polarization; P0A9M0; in the data active means inhibition above about 13%, passing the limit was not always enough;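 further: 0% = enzyme with probe and DMSO and 100% = no enzyme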
# Target sequence (P0A9M0 whole entry, looked up): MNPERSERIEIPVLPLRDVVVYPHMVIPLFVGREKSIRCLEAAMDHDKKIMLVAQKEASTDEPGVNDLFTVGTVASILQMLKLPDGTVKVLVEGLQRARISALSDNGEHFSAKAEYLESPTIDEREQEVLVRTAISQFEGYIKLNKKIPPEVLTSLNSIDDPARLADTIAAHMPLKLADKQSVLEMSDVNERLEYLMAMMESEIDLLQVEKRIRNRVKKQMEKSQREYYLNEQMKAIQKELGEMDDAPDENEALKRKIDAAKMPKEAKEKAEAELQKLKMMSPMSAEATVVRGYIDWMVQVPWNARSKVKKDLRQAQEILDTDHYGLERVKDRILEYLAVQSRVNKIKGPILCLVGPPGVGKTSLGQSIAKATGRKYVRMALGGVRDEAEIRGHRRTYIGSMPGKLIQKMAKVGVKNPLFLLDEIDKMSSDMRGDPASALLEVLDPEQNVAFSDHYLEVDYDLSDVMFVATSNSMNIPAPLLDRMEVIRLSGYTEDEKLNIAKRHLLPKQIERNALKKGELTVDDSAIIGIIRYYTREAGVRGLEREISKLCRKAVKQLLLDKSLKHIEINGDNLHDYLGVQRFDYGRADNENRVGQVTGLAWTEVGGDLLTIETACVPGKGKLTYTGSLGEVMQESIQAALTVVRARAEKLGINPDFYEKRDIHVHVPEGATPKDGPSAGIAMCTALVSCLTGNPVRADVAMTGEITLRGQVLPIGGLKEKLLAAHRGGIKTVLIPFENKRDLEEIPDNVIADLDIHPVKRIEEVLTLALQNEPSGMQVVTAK
# CendR NRP1 mod: modulators of CendR peptide binding to human neuropilin-1; inhibition, % at 25 µM; O14786; FAM-RPARPAR peptide binding to NRP-1, fluorescence polarization; actives 0.85% (n = 360,000); AID 602438;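 active means inhibition or corrected inhibition above about 18%, plus a signal ratio from 0.5 to 1.5, limit read from the data, passing the limit was not always enough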; further: strong numbers were not always called active
# MT1-MMP act inh: blocks activation of human MT1-MMP | HT1080 RFP-PRO-GFP cells, GFP/RFP ratio fluorescence, overnight; percent of plate control window, DMSO zero | GFP/RFP ratio change, % at 20 µM | actives 0.061% (n = 360,000);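 active means GFP/RFP ratio change of at least 30% with cell ATP level not reduced by more than half and red fluorescence within 50% of control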; further: strong numbers were not always called active
#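 Test system: HT1080 cells expressing an RFP-PRO-GFP fluorescent reporter construct / Compound dosing: single-point 20 µM compound, 1% DMSO / Schedule: cells overnight before dosing, compound overnight, 37 °C, 5% CO2 / Evaluation: GFP/RFP fluorescence ratio / Control set: DMSO and RFP-L50D-GFP cell wells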
# Active calls of the source: *; i = inactive; nt = not tested or not shown; & = joins results of further samples.
# The line under a structure holds: MsrA inhibitor	FAS TE block	SKN-1 block	bovine MsrA act	Rin1-Abl PPI inh	Neddylation inh	E coli Lon inh	CendR NRP1 mod	MT1-MMP act inh
- Cc1cccc(C)c1NC(=O)CSc1n[nH]c(=O)n1C1CC1
  0.8	-3.5	14.5	-5.0	1.5	i	6.6	7.5	4.1
- COCC(=O)OCc1cc2cccc(C)c2[nH]c1=O
  1.7	-0.9	-10.5	-2.7	-0.5	i	2.2	-5.1	-5.1
- COc1ccc(S(=O)(=O)N2CCCCCC2)cc1C(=O)NCc1ccc(C)cc1
  0.0	20.0	-5.3	-6.5	3.0	i	-0.7	-5.8	2.8
- Nc1c(C(=O)N2CCCC2)sc2nc3c(cc12)CCCCCC3
  0.9	0.3	4.2	-2.3	-5.2	i	8.5	2.7	0.4
- CC(C)C(=O)NCCc1nc2ccccc2n1CCCOc1ccc(Cl)cc1
  -0.8	3.7	-3.5	-3.9	-0.8	i	-0.9	-19.1	1.8
- CCN(CC(=O)NC1CC1)S(=O)(=O)c1ccc(C)cc1
  -0.3	-3.8	-9.9	-8.9	3.4	i	0.4	-0.9	-0.8
- CSc1ccc(Cl)c(C(=O)NCCCn2ccnc2)c1
  0.1	-2.7	0.1	-0.7	-1.4	i	-8.8	-1.6	0.7
- Cc1ccc(C(C)C)cc1OCC(=O)NCCCn1ccnc1
  -0.2	-2.7	-2.0	-1.6	0.6	i	-1.6	1.1	-7.0
- CCN(CC(=O)Nc1ccc(NC(C)=O)cc1)C(=O)C1CC(=O)N(CCc2ccc(OC)c(OC)c2)C1 (centres undefined)
  0.2	-5.8	16.5	-2.4	0.2	i	-2.8	1.1	-0.2
- CCOc1cc(C(=O)NCc2ccc(F)cc2)ccc1OCC(=O)N1CCCCC1
  1.7	-3.8	-18.8	-4.4	3.1	i	-3.3	2.6	3.6
- O=C(O)Cc1nc2nc3c(c(=O)n2[nH]1)CCCC3
  0.1	-7.7	-1.2	-2.9	-1.4	i	-1.1	7.1	-4.5
- CCC(CC)C(=O)Nc1c2c(nn1-c1ccc(F)cc1)CS(=O)(=O)C2
  -2.0	-7.6	-3.1	-2.4	-1.8	i	5.7	-5.4	-1.4
- COCCNc1ncnc2c1ncn2[C@H]1CN(CCOC)C[C@@H](CO)O1
  -1.4	-7.6	-1.1	-1.6	0.5	i	-11.9	8.1	-1.5
- CCOC(=O)CSc1nc2cc(C(=O)N3CCCC3)ccc2c(=O)n1Cc1ccccc1
  0.3	2.0	-3.5	-4.2	-1.2	i	-3.8	-3.0	-3.1
- CCOc1ccc(CN(C)C(=O)CCl)cc1
  -1.1	-1.5	-10.1	0.2	-1.0	i	2.7	7.7	-5.9
- S=C1NCCc2ccccc2C1c1ccccc1 (centres undefined)
  0.5	2.3	2.6	-0.3	-0.8	i	-2.4	-4.7	-1.9
- COc1cc(CC(=O)OCC(=O)Nc2ccc(Cl)c(S(=O)(=O)N(C)C)c2)cc(OC)c1OC
  -1.5	-0.9	-0.2	-5.3	-1.7	i	7.5	-1.8	-2.0
- CC(=O)C1=CCC(c2ccc(Cl)cc2)N(S(=O)(=O)c2ccc(C)cc2)C1 (centres undefined)
  1.0&0.0	18.6&14.7	1.8&12.2	-2.2&-3.2	2.6&1.3	i	0.9&-11.7	18.5&4.6	-1.5&4.7
- Nc1nonc1NC(=O)CSc1nc2ccccc2s1
  -0.6	-8.6	-18.1	-2.3	2.4	i	-7.4	-4.2	1.3
- CN1CCN(C(=O)CCCN2C(=O)/C(=C/c3cccc(Br)c3)SC2=S)CC1
  0.9	4.7	-26.7	-4.7	-4.1	i	-6.2	-0.1	3.2

# Laid out differently: results already given.
canonical_smiles: CC(=O)C1=CCC(c2ccc(Cl)cc2)N(S(=O)(=O)c2ccc(C)cc2)C1 (centres undefined)
  MsrA inhibitor = 1.0&0.0
  FAS TE block = 18.6&14.7
  SKN-1 block = 1.8&12.2
  bovine MsrA act = -2.2&-3.2
  Rin1-Abl PPI inh = 2.6&1.3
  Neddylation inh = i
  E coli Lon inh = 0.9&-11.7
  CendR NRP1 mod = 18.5&4.6
  MT1-MMP act inh = -1.5&4.7
canonical_smiles: CC(C)C(=O)NCCc1nc2ccccc2n1CCCOc1ccc(Cl)cc1
  MsrA inhibitor = -0.8
  FAS TE block = 3.7
  SKN-1 block = -3.5
  bovine MsrA act = -3.9
  Rin1-Abl PPI inh = -0.8
  Neddylation inh = i
  E coli Lon inh = -0.9
  CendR NRP1 mod = -19.1
  MT1-MMP act inh = 1.8
canonical_smiles: CCOc1ccc(CN(C)C(=O)CCl)cc1
  MsrA inhibitor = -1.1
  FAS TE block = -1.5
  SKN-1 block = -10.1
  bovine MsrA act = 0.2
  Rin1-Abl PPI inh = -1.0
  Neddylation inh = i
  E coli Lon inh = 2.7
  CendR NRP1 mod = 7.7
  MT1-MMP act inh = -5.9

# Carrying on:
# The line under a structure holds: MsrA inhibitor	FAS TE block	SKN-1 block	bovine MsrA act	Rin1-Abl PPI inh	Neddylation inh	E coli Lon inh	CendR NRP1 mod	MT1-MMP act inh
- Nc1nc(NC(=O)c2cccs2)nn1-c1ccccc1
  -0.7	-5.4	-19.4	-13.2	0.9	i	-2.2	-2.8	2.6
- Nc1ccc(N2CCOCC2)c(S(=O)(=O)Nc2ccccc2Cl)c1
  0.7	-2.0	-1.8	-1.0	6.0	i	-3.0	-13.0	-2.4
- CC(C)NC(=O)/C(=N\O)c1ccccc1
  0.7	-11.7	-21.4	-8.1	-0.3	i	-2.5	-4.9	-0.6
- COC(=O)CC1OCC=C2CN3CCC45C6=CC(=O)C(=O)C([N+](=O)[O-])=C6NC4C1C2CC35 (centres undefined)
  1.2	-18.2	13.6	1.1	5.9	i	2.4	11.2	4.5
- CCN1CCCC1CNC(=O)CSc1cc(=O)n(CC)c2ccccc12 (centres undefined)
  1.0	-8.0	7.6	-1.3	-48.1	i	-4.8	-1.9	0.8
- O=[N+]([O-])c1ccc(N2CCN(S(=O)(=O)c3ccccc3[N+](=O)[O-])CC2)cc1N1CCc2ccccc2C1
  1.3	34.8	1.1	-3.5	-2.0	i	9.1	-2.2	-1.0
- Cc1ccc(C)c(NC(=O)CCN2CC(C)OC(C)C2)c1 (centres undefined)
  3.0	-3.1	13.7	-0.1	6.2	i	8.2	2.8	6.7
- COc1ccc(N(CC(=O)NCc2ccccc2)S(=O)(=O)c2c(C)nn(C)c2C)cc1
  0.2	-2.5	15.2	0.8	-1.6	i	-3.6	2.3	2.9
- CCn1cc(C(=O)OCC(=O)c2cc(C)n(-c3ccccc3)c2C)c(=O)c2ccc(C)nc21
  1.0	13.8	9.4	-3.6	2.3	i	-1.6	0.7	2.1
- CCN(CC)C(=O)[C@H]1CC(CC(=O)NCCCn2ccnc2)C(=O)N2CCc3c([nH]c4ccc(OC)cc34)[C@]12C (some centres undefined)
  0.8	-9.6	-3.4	-3.4	5.7	i	-11.9	-4.2	0.1
- Cc1cc(NCCCN(C)C)n2nc(-c3cccs3)cc2n1
  1.0	-3.4	-9.2	-1.0	0.9	nt	-5.8	-1.3	0.6
- O=C(COC(=O)c1ccc(O)cc1)Nc1cc(S(=O)(=O)N2CCOCC2)ccc1Cl
  0.4	0.3	-9.3	-10.9	1.4	i	-11.8	2.8	4.3
- Cc1cc(C)nc(Nc2ncc(O)n2-c2ccc(C)c(Cl)c2)n1
  9.1*	-3.3	-3.0	-3.6	-2.3	i	-3.1	-8.9	-1.8
- Cc1ccnc2nc(C(=O)Nc3nnc(-c4ccccc4)o3)nn12
  0.3	0.7	12.9	-2.8	6.6	i	-3.6	7.5	-1.5
- CC(=NO)c1cc(Br)c2cccc3c2c1CC3
  1.2	0.9	12.1	0.4	2.5	i	-1.6	-15.0	7.0
- Cc1cc(=O)oc2c(C)c(OCC(=O)NCc3ccccn3)ccc12
  1.6	-6.5	19.2	2.2	1.0	nt	8.9	6.9	4.4
- CCn1c(Cc2cccs2)nnc1SCC(=O)NC1CC1
  0.6	-7.4	7.3	-7.4	2.4	i	-10.6	2.4	-3.5
- CC1CCCN(C(=O)CSc2nnc(-c3ccc(O)cc3)o2)C1 (centres undefined)
  1.5	-4.7	9.8	-1.0	-1.7	i	6.4	8.9	-1.4
- O=C(O)c1cccc(Cn2c(Cl)c(/C=N/Nc3ccccc3)sc2=O)c1
  nt	2.0	4.5	-2.0	-4.4	i	-51.5	-218.3	-32.1
- COc1ccc(CNC(=O)COc2ccc(S(=O)(=O)N3CCOCC3)cc2)cc1
  -0.9	-6.2	25.4	-2.0	0.1	i	1.4	6.4	-0.7

# Part of the list above, reformatted.
smiles	MsrA inhibitor	FAS TE block	SKN-1 block	bovine MsrA act	Rin1-Abl PPI inh	Neddylation inh	E coli Lon inh	CendR NRP1 mod	MT1-MMP act inh
CCn1c(Cc2cccs2)nnc1SCC(=O)NC1CC1	0.6	-7.4	7.3	-7.4	2.4	i	-10.6	2.4	-3.5
CC1CCCN(C(=O)CSc2nnc(-c3ccc(O)cc3)o2)C1 (centres undefined)	1.5	-4.7	9.8	-1.0	-1.7	i	6.4	8.9	-1.4

# More records follow:
# The line under a structure holds: MsrA inhibitor	FAS TE block	SKN-1 block	bovine MsrA act	Rin1-Abl PPI inh	Neddylation inh	E coli Lon inh	CendR NRP1 mod	MT1-MMP act inh
- CCn1c(SCC(=O)c2cc(C)n(C)c2C)nnc1-c1ccccc1
  0.7	-6.8	12.5	-3.3	-0.4	i	2.0	-2.1	4.6
- CCCN(CCC)S(=O)(=O)c1ccc(C(=O)NCc2ccc3c(c2)OCO3)cc1
  0.3	20.6	2.6	-5.1	6.3*	i	-12.1	-1.8	3.6
- COc1cccc(/C=N/NC(N)=S)c1OCc1ccccc1Cl
  -0.1	3.3	8.6	-13.2	5.9	i	-3.9	4.8	-0.9
- COc1ccc(OCC(=O)Nc2ccc(S(=O)(=O)N3CCCCCC3)cc2)cc1
  -0.2	21.7	-6.8	-8.4	1.9	i	1.0	2.9	0.5
- CC(NC(=O)[C@H](C)NC(=O)N1CCn2c1nc1ccccc12)c1ccccc1 (some centres undefined)
  -1.1	0.5	0.1	-2.5	-2.8	i	-5.0	23.9*	-0.1
- CCN(CC)CCN1CNC(=S)NC1
  -1.6	-5.4	-8.4	-2.5	-1.6	i	7.8	-3.6	-0.1
- O=C(CSc1nnc(-c2ccccc2Br)o1)N1CCc2ccccc2C1
  -1.6	25.1	-8.2	0.2	1.2	i	2.5	-16.1	4.6
- COc1ccc(C2=CC(c3cccc(OC)c3)n3nnnc3N2)cc1 (centres undefined)
  -1.0	10.8	4.4	-3.0	-5.1	i	16.1*	0.1	-54.8
- O=C(NCc1ccc(F)cc1)C(=O)NCC1OCCN1C(=O)c1ccc(Cl)cc1 (centres undefined)
  0.1	1.5	-2.7	-2.0	3.0	i	2.9	-4.7	5.0
- COC(=O)c1ccc(/C=N/OCC(=O)Nc2cc(F)ccc2F)cc1
  -0.4	7.2	-0.1	-2.6	-0.9	i	-8.3	-4.6	-0.4
- COc1ccc(OCCC(=O)Nc2ccc(S(N)(=O)=O)cc2)cc1
  0.1	-5.1	-14.2	-3.9	-2.3	i	5.3	-1.9	1.5

# Screens deposited in PubChem by several laboratories.
